Source: PubChem
Lipid storage S3: qHTS Assay for Lipid Storage Modulators in Drosophila S3 Cells | Drosophila S3 cells, BODIPY lipid droplet fluorescence, 18-24 h; cells fed with added oleic acid | 0.64% of 320,000 active | Potency in µM for hits, for the others lipid storage change, negative = inhibition, % at the top dose, mostly 46.1 µM; active = well fitted inhibition curve with a large enough effect in the signal ratio, with a control signal flat, not every such curve was filed as active; inconclusive = small, poorly fitted or top-dose-only effect, or effect the other way, or a change in a side signal; the % refers to the signal ratio
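Drosophila S3 cells got compounds at several concentrations plus oleic acid (400 uM solution). Laser-scanning cytometry with 488 nm excitation read lipid droplets at 500-530 nm and cells at 575-640 nm. Percent activity was relative to 20 uM Triacsin C.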
Lipid storage S3 cell count max: recorded beside Lipid storage S3, whose call it bears; cell number change, %; measured here: cell count max response;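 cells counted by Cell Tracker Red CMTPX staining in the red channel; peak over a dose series mostly up to 46.1 µM; percent activity relative to internal control wells on each plate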
The depositor's hits bear a star; i = inactive; ? = inconclusive; . = not tested or not shown. % is set by controls: 0 for no effect and ±100 for the full control effect; potency is the fitted concentration of half-maximal effect. An excerpt; rates above refer to the full screens.

SMILES | Lipid storage S3 | Lipid storage S3 cell count max
CC(=O)NC1C(OCc2ccccc2)OC2COC(C)(C)OC2C1O (stereo unspecified) | 5% | 7
COc1ccc(S(=O)(=O)N2CCOCC2)cc1NC(=O)C1COc2ccccc2O1 (stereo unspecified) | ? | .
O=C(COc1ccc(F)cc1)N1CCc2ccccc2C1 | -2% | .
CCOc1ccc(CN2CCNC(=O)C2CC(=O)NCC2CCOCC2)cc1 (stereo unspecified) | i | -12
CCCCc1c(C)nc2c(OC)cccc2c1SCC(=O)O | -10% | -12
CCn1c(SCC(=O)NC(C)(C)C)nnc1-c1ccncc1 | -8% | 13
O=C(NCc1ccc2c(c1)OCO2)C1CCC(=O)N1C1CCCC1 (stereo unspecified) | ? | .
COc1ccc(N(C(=O)C2COc3ccccc3O2)C(C(=O)NC2CCCCC2)c2ccccc2)cc1OC (stereo unspecified) | -4% | 2
CCOC(=O)C1C(=O)OC2(CCCCC2)C1C(=O)OCC (stereo unspecified) | ? | .
Cc1ccc(OCC(=O)NCCN2CCCC2)cc1 | ? | .
CCCCn1c(N)c(N(CCOC)C(=O)COC(=O)Cc2cccc(OC)c2)c(=O)[nH]c1=O | ? | .
COc1ccc(CC(=O)NCC(=O)NCc2cc(=O)n(C)c(=O)n2C)cc1 | 2% | -13
O=C(CSc1nccc(-c2cccs2)n1)Nc1ccccc1 | ? | .
CCNC(=O)COC(=O)c1cc(-c2ccccc2)nn1-c1ccccc1 | ? | .
CCCCCN(C(=O)CCC(=O)OCC(=O)N1CCCC(C)C1)c1c(N)n(CCCC)c(=O)[nH]c1=O (stereo unspecified) | -12% | 4
O=C(NCCc1ccc(F)cc1)c1cc([N+](=O)[O-])ccc1N1CCOCC1 | ? | .
Cc1cc(C)cc(Nc2cc(C)nc3nc(C)nn23)c1 | -2% | -6
Cc1n[nH]c(=S)c2nn(-c3ccccc3)c(C)c12 | -3% | .
COc1ccccc1-c1cc(C(=O)N/N=C\c2cn(C)nc2C)c2ccccc2n1 | ? | .
COc1ccc(S(=O)(=O)N2CCCC(C(=O)NCC3CCCO3)C2)cc1OC (stereo unspecified) | ? | .
O=C(CCc1nc(-c2ccccc2Cl)no1)Nc1cccnc1 | ? | .
Cc1ccccc1SCC(=O)NCCCn1ccnc1 | ? | .
CCSc1nnc(NC(=O)/C=C/c2ccc3c(c2)OCO3)s1 | 8% | -2
O=S(=O)(CC(O)COc1ccc(Br)cc1)c1ccccc1 (stereo unspecified) | 12% | 23
CC(C)CC(=O)c1c[nH]c(C(=O)NCC2CCCO2)c1 (stereo unspecified) | 14% | .

Quoted from the entries so far, 2 compounds:
SMILES | Lipid storage S3 | Lipid storage S3 cell count max
CCNC(=O)COC(=O)c1cc(-c2ccccc2)nn1-c1ccccc1 | ? | .
CCCCCN(C(=O)CCC(=O)OCC(=O)N1CCCC(C)C1)c1c(N)n(CCCC)c(=O)[nH]c1=O (stereo unspecified) | -12% | 4

The listing picks up, starting five compounds before the break.
SMILES | Lipid storage S3 | Lipid storage S3 cell count max
O=C(CCc1nc(-c2ccccc2Cl)no1)Nc1cccnc1 | ? | .
Cc1ccccc1SCC(=O)NCCCn1ccnc1 | ? | .
CCSc1nnc(NC(=O)/C=C/c2ccc3c(c2)OCO3)s1 | 8% | -2
O=S(=O)(CC(O)COc1ccc(Br)cc1)c1ccccc1 (stereo unspecified) | 12% | 23
CC(C)CC(=O)c1c[nH]c(C(=O)NCC2CCCO2)c1 (stereo unspecified) | 14% | .
CCN(CC)c1ccc2c(c1)CCCN2 | ? | .
CCc1nnc(NC(=O)CSc2nnc(-c3ccc(NS(=O)(=O)c4ccccc4)cc3)o2)s1 | -4% | 4
COc1ccc(CCN(C(=O)/C=C/C(=O)O)C2CC(=O)N(c3ccccc3)C2=O)cc1 (stereo unspecified) | i | 18
CCCCOc1ccc(C(=O)Nc2ccncc2)cc1 | i | .
CCOc1cc(/C=N/NC(=O)C2CCCC2)ccc1O | ? | .
CCc1nnc(NC(=O)[C@@H]2CCCN2S(=O)(=O)c2ccc3c(c2)OCCO3)s1 | ? | .
CCN(CC)CCCNc1nnc(C)c(=O)[nH]1 | ? | .
CNC(=O)C(=O)Nc1cc2c3c(c1)CCC(=O)N3CCC2 | i | -6
Cc1ccccc1CSCCNC(=S)Nc1ccccc1 | ? | .
CN(C)CCNC(=O)c1cc2c(s1)-c1ccc(Cl)cc1SC2 | ? | .
COc1ccc(C(CNC(=O)C2CCN(S(=O)(=O)c3ccc(F)cc3)CC2)N(C)C)cc1 (stereo unspecified) | ? | .
CCN1CCN(S(=O)(=O)c2ccc(Cl)c(C(=O)NC(C)c3ccccc3Cl)c2)CC1 (stereo unspecified) | ? | .
O=c1c2ccc([N+](=O)[O-])c3cccc(c32)c2nc3ccccc3n12 | 8% | -9
Cn1nc(C(F)(F)F)c(-c2ccc(F)cc2)c1NC(=O)Nc1ccc(F)cc1 | ? | .
CCN(CC(=O)Nc1c(F)cccc1F)C(=O)CSc1nc2ccccc2o1 | ? | .
Fc1ccc(NCc2nnc(SCc3nnc(-c4ccccc4)o3)n2CC2CCCO2)cc1 (stereo unspecified) | ? | .
Cc1ccc(S(=O)(=O)NC(=O)Nc2ccc(Cl)cn2)cc1 | ? | .
COCCNC(=O)c1sc2ncn(CC(=O)Nc3ccc(C)c(Cl)c3)c(=O)c2c1C | 1% | 2
O=C(NCCCc1ccncc1)C1CCC(=O)N(CCc2cccc(F)c2)C1 (stereo unspecified) | i | .
CCOc1ccccc1NC(=O)COn1nnc2ccccc21 | i | .
CC(C)(C)NC(=O)c1cc(-c2ccc3c(c2)OCO3)nc2ccccc12 | ? | .
CC(NCc1ccc(N(C)C)cc1)C1CC2CCC1C2 (stereo unspecified) | i | -19
CN(CC(=O)N1CCN(c2ccccn2)CC1)S(=O)(=O)c1ccc(Br)cc1 | 10% | -21
CCCNC(=O)c1ccccc1C(=O)NCCC | ? | .
CCc1ccc(NC(=O)C2CCCN(S(C)(=O)=O)C2)cc1 (stereo unspecified) | ? | .
SMILES | Lipid storage S3 | Lipid storage S3 cell count max
NC(=O)NC(=O)COC(=O)c1ccc2noc(-c3ccccc3)c2c1 | ? | .
Cc1c(C(=O)Nc2ccccc2C(=O)N2CCCC2)cccc1[N+](=O)[O-] | ? | .
Cc1cc(C)c2c(n1)nn1c(NCCOCCO)cc(C)nc21 | i | 19
O=C(c1sc2ccccc2c1Cl)N1CCN(c2ncccn2)CC1 | ? | .
Cc1ccc(CC(=O)NCCN2CCOCC2)cc1 | ? | .
CCOc1ccc(NC(=O)C2CCN(S(=O)(=O)CC)CC2)cc1 | 22% | 6
COc1cc(N2C(=O)c3ccccc3C2=O)c(Cl)cc1C(=O)OCC(=O)NCc1ccco1 | 16% | -12
COc1ccc(NC(=O)CN2CCc3ccccc3C2)c(OC)c1 | -11% | -14
COc1cc(-c2nnc(NC(=O)c3ccco3)o2)cc(OC)c1OC | 13% | 6
Cc1ccc(S(=O)(=O)Nc2ccc(C(=O)OCC(=O)N(CCC#N)c3ccccc3)cc2)cc1C | ? | .
O=c1c2oc3ccccc3c2ncn1Cc1ccccc1Cl | ? | .
CCNc1ccc(C(=O)OCC)cc1NC(=O)c1cccc(S(=O)(=O)N(C)c2ccccc2)c1 | 0% | 6
COc1cc(C2C3=C(CCCC3=O)Nc3[nH]n(-c4ccccc4)c(=O)c32)cc(OC)c1OC (stereo unspecified) | -2% | -7
CCOc1ccc(-c2c(=O)n(O)c3ccccc3[n+]2[O-])cc1 | -8% | -11
Cc1ccc(NC(=O)Cn2ncn3c(cc4ccccc43)c2=O)c(C)c1 | -20% | .
CN(c1ccc(C(=O)N2CCN(Cc3ccccc3)CC2)cc1)S(=O)(=O)c1ccc(Cl)cc1 | ? | .
COC(=O)c1ccc(S(=O)(=O)N2CCCCCC2)n1C | ? | .
CC(C)(C)OC(=O)NCCCCCc1nnc(SCC(=O)Nc2cccc(Cl)c2)o1 | ? | .
COc1ccc(N=C2SC(C(=O)N3CCN(c4ccccc4)CC3)CC(=O)N2C)cc1 (stereo unspecified) | 10% | -1
CCCC1(c2ccccc2)NC(=O)N(CC(=O)Nc2cc(C)on2)C1=O (stereo unspecified) | ? | .
Cc1ccc(C)n1/N=C1/NC(=O)CS1 | ? | .
CCOC(=O)c1ccccc1NC(=O)COC(=O)CSC(C)C(=O)Nc1cc(C)on1 (stereo unspecified) | 9% | 9
O=C(O)CCCCCN1C(=O)C2CCCCC2C1=O (stereo unspecified) | -1% | -10
C=CCNC(=O)COc1ccc(N(C)S(=O)(=O)c2ccc(NC(C)=O)cc2)cc1 | i | .
COc1ccc(Cl)cc1C(=O)NNC(=O)C1COc2ccccc2O1 (stereo unspecified) | ? | .

Whole records as entered above. Values in the order: Lipid storage S3, Lipid storage S3 cell count max
COc1ccc(N=C2SC(C(=O)N3CCN(c4ccccc4)CC3)CC(=O)N2C)cc1 (stereo unspecified) as listed: 10%, -1
CC(C)(C)OC(=O)NCCCCCc1nnc(SCC(=O)Nc2cccc(Cl)c2)o1 as listed: ?, .
O=C(c1sc2ccccc2c1Cl)N1CCN(c2ncccn2)CC1 as listed: ?, .
NC(=O)NC(=O)COC(=O)c1ccc2noc(-c3ccccc3)c2c1 as listed: ?, .
COc1cc(-c2nnc(NC(=O)c3ccco3)o2)cc(OC)c1OC as listed: 13%, 6

(listing goes on)
SMILES | Lipid storage S3 | Lipid storage S3 cell count max
COc1ccc(C(=O)Nc2cc(C)nn2-c2nc3ccccc3[nH]2)c(OC)c1 | ? | .
Cc1ccc2c(CC(=O)O)coc2c1C | ? | .
C#CCOc1ccc(/C=C2/C(=O)N(c3cccc(C(=O)O)c3)N=C2C)cc1OC | 19% | 5
O=c1[nH]c2ccc(Cl)cc2c(-c2ccccc2)c1N1CCOCC1 | ? | .
COc1cccc(C(=O)NNc2nc(C)cc(C)n2)c1 | 4% | 19
Cc1csc(=O)n1CCC(=O)OCc1nnc(-c2ccc([N+](=O)[O-])cc2)o1 | ? | .
CCOc1ccc(/C=C2\SC(=S)N(CC(=O)N(CCO)C(C)(C)C)C2=O)cc1 | ? | .
COc1ccc(C[C@H]2CN3C(=NC[C@@H]3C)N2CCNC(=O)CCC2CCCCC2)cc1 | -1% | 9
CCOC(=O)c1cccc(NC(=S)NC(=O)c2cccnc2)c1 | ? | .
Clc1ccc(OCCn2ccnc2)c2ccccc12 | ? | .
Cn1cc(C(=O)NCc2ccc(F)cc2)cn1 | -1% | 4
Cc1cc(N2CCCC(C(=O)Nc3cccc4ccccc34)C2)n2ncnc2n1 (stereo unspecified) | 5% | 13
O=C(NCC1CCCCC1)C1(CC2CC(c3cccc(Br)c3)=NO2)CCNCC1 (stereo unspecified) | ? | .
Cc1ccc(-c2ccc(CCC(=O)O)n2NC(=O)c2ccc([N+](=O)[O-])cc2)cc1 | 6% | 21
CCCc1cc(=O)n2nc(N3CCC(C(=O)N4CCN(c5cccc(OC)c5)CC4)CC3)sc2n1 | ? | .
COc1cc2c(cc1OC)CN(CC(=O)NC(=O)NC(C)(C)C)CC2 | -1% | 9
O=C(c1ccc2ccccc2c1)C1CCCN(C(=O)c2cccnc2)C1 (stereo unspecified) | ? | .
CCCCC1=NN(C(=O)c2cocc2C)C(O)(C(F)(F)F)C1 (stereo unspecified) | 0% | -7
Fc1ccc(-c2nnc(CN3CCC(c4nc5ccccc5s4)CC3)o2)cc1 | ? | .
CCCCN1CC(=O)N2[C@H]3c4cc(Br)ccc4OC[C@@H]3[C@H](C(=O)OCC)[C@]2(C)C1=O | ? | .
O=C(NCc1ccc(F)cc1)C(Cc1ccccc1)n1cccc1 (stereo unspecified) | ? | .
Cc1sc2ncnc(N3CCC(C)CC3)c2c1C | ? | .
O=C(CSc1nnc(CNC(=O)c2ccccc2)o1)NCc1ccc2c(c1)OCO2 | ? | .
O=c1cc(OCc2ccccc2)cc[nH]1 | ? | .
CCC(=O)NCCc1cc2ccc(C)c(C)c2[nH]c1=O | 16% | 3
SMILES | Lipid storage S3 | Lipid storage S3 cell count max
Cc1ccc(C(=O)N/C(=C/c2ccc(Cl)cc2)C(=O)N2CCOCC2)cc1 | i | -1
Cc1nc(N)sc1C(=O)N/N=C/c1ccc([N+](=O)[O-])cc1 | 9% | 11
COc1ccc(CN(C(=O)c2snc(C(N)=O)c2N)C(C(=O)NC2CCCC2)c2cc(OC)ccc2OC)cc1 (stereo unspecified) | ? | .
C/C(=N\N=C(N)N)c1ccc(Cl)cc1Cl | ? | .
COc1ccc(N2CCN(C(=O)COC(=O)c3ccc(C)o3)CC2)cc1 | ? | .
Cc1cc(NC(=O)C(C)SCC(=O)OCc2c(Cl)cccc2Cl)no1 (stereo unspecified) | ? | .
Cn1nnc(NC(=S)NC(=O)c2cc(Cl)ccc2Cl)n1 | i | -5
CCN(CC)C(=O)CSc1nnc(-c2ccccc2)c(-c2ccccc2)n1 | 9% | 0
CC(C)(C)OC(=O)CNC(=O)c1[nH]cnc1C(=O)NCCCCCN | ? | .
O=C(NCc1ccc2c(c1)OCO2)c1nc(Cn2ccc([N+](=O)[O-])n2)no1 | i | 19
Cc1ccc2nc(C)cc(C(=O)OCC(=O)c3ccc(Cl)c([N+](=O)[O-])c3)c2c1 | ? | .
COc1ccc(-c2ccc(CCC(=O)O)n2NC(=O)c2ccc(O)cc2)cc1 | 6% | 2
CC1CCN(C(=O)C2CCCN2S(=O)(=O)c2ccc(Cl)cc2)CC1 (stereo unspecified) | ? | .
